Tau fluor cs: counter-screen for tau fibril formation inhibitors; tau K18 P301L (four-repeat tau fragment) Alexa594 fluorescence, heparin fibrillization; Potency, µM (series often up to 57.7 µM), for inactives: at the highest dose activity change, negative = decrease; 280,000 tested, 0.93% active; AID 1463; also: potency is read from the fitted curve at half-maximal effect; % is scaled to controls: 0 for no effect and ±100 for the full control effect; nearly all actives have a fitted effect of over 55% in size
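Human K18 P301L tau (15 uM unlabeled plus 0.24 uM Alexa 594-labeled, final) in 100 mM sodium acetate pH 7 was mixed with compound and 20 uM heparin and incubated 6 hr at 37 C.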
CBFb-RUNX1 inh: CBF-beta/RUNX1 interaction disruption; Q01196+Q13951; AlphaScreen CBFb-His/RUNX1-biotin binding, biochemical; Potency, µM (top dose mostly 59.8 µM), for the others: at the highest dose activity, negative = inhibition, actives largely listed as inhibitors; 230,000 tested, under 10 active; AID 1477; also: % of control where 0% means no effect
Target sequence (Q01196 whole entry, looked up): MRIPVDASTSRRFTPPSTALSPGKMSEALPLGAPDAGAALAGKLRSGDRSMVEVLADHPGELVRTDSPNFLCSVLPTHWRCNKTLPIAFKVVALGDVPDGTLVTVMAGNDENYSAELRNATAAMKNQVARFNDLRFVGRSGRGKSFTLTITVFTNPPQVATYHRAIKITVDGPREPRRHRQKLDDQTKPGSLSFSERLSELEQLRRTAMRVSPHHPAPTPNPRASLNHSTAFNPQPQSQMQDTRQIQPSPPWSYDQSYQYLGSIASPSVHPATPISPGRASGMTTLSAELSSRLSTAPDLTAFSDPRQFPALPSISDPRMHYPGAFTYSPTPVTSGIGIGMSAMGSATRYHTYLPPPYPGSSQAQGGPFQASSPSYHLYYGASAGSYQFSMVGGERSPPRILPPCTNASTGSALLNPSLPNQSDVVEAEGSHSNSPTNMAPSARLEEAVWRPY
Target sequence (Q13951 whole entry, looked up): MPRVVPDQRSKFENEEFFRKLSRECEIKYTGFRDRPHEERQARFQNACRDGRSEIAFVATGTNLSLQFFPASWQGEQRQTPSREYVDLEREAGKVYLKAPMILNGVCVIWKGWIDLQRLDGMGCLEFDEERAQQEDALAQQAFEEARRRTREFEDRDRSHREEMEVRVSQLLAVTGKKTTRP
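Proteins preincubated together for 20 min at RT before compound addition; 15 min later, nickel and streptavidin beads were added and left 90 min prior to AlphaScreen measurement.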
GLA spleen mod: alpha-galactosidase A (human) modulation | human spleen homogenate, 4MU-alpha-Gal fluorescence, 40 min | 240,000 tested, 0.008% active | P06280 | Potency, µM (doses to about 80 µM), inactives show at the highest dose activity change, negative = inhibition, most hits filed as inhibitors;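 also: potency is read from the fitted curve at half-maximal effect; 0% = enzyme with vehicle and -100% = no enzyme basal signal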
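Fluorogenic readout (Ex 365/Em 440 nm) of 4-methylumbelliferone released from 1 mM 4-MU-alpha-galactoside by spleen homogenate, 40 min at 37C, pH 5.0. Data normalized to no-enzyme and enzyme controls; Hill-equation AC50 from compound titrations.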
TRb-SRC2 inh: disrupts binding of human TR beta to SRC2; P10828; TRbeta-SRC2 peptide binding, fluorescence polarization; receptor liganded with 1 µM T3; Potency, µM (series often up to 106 µM), without a hit: top-dose activity change, negative = inhibition, usual class: inhibitors; 280,000 tested, 0.065% active; AID 1469;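 also: potency is read from the fitted curve at half-maximal effect; plate controls were bound peptide for no effect and peptide without receptor for full effect; nearly all actives have a fitted effect of over 50% in size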
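TRb LBD 0.6 uM + Texas Red SRC2 peptide 20 nM, 1 uM T3, Tris buffer w/ 5% DMSO; compound pinned, 5 h RT; FP read ex 555/em 632; normalized to unbound and bound controls.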
TexasRed fluor: Texas Red fluorescence interference in TRb-SRC2 counter-screen; TRb/SRC2 Texas Red total fluorescence interference; Potency, µM (doses to about 106 µM), for inactives: at the top dose fluorescence change, negative = quenching; 280,000 tested, 0.29% active; AID 1479; active = well fitted curve in either direction with a large enough effect; inconclusive = small, poorly fitted or top-dose-only effect; also: potency is read from the fitted curve at half-maximal effect; % is scaled to controls: 0 for no effect and ±100 for the full control effect
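Human TRb ligand-binding domain at 0.6 uM with 20 nM Texas Red SRC2 peptide in Tris buffer containing 1 uM T3 and 5% DMSO, incubated with compound 5 h at ambient temperature. Total fluorescence (555/632 nm) calculated as parallel + 2 × perpendicular.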
Tau fibril FP: inhibitors of human tau fibril formation; P10636; K18 P301L tau heparin fibrillization, Alexa594 FP, 6 h; Potency, µM (series often up to 57.7 µM), without a hit: at the highest dose activity, negative = inhibition, most hits filed as inhibitors; 280,000 tested, 0.39% active; AID 1468; also: potency is read from the fitted curve at half-maximal effect; % is scaled to controls: 0 for no effect and ±100 for the full control effect; nearly all actives have a fitted effect of over 55% in size
Target sequence (P10636 561-689 P618L limits assumed): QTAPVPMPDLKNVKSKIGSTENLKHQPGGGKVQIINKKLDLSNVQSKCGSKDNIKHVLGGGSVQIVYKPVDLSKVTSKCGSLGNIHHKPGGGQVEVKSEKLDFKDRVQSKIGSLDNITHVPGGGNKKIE
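Compound effects on tau fibrillization are measured by Alexa 594 fluorescence polarization (ex 555, em 632 nm). K18 P301L tau is used at 15 uM with 0.24 uM labeled tracer, and 20 uM heparin induces aggregation over 6 hr at 37 C.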
Epigenetic derep: regulators of epigenetic silencing causing reporter derepression in mouse cells. murine LDR cells, GFP reporter derepression, 30 h. Potency, µM (doses to about 53.9 µM), for inactives: at the highest dose GFP activation, actives largely listed as activators. 280,000 tested, 0.2% active; also: potency is read from the fitted curve at half-maximal effect; % of control where 0% means no effect; nearly all actives have a fitted effect of over 60% in size
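In this reporter-derepression format, murine cells bearing a silenced integrated CMV-GFP locus incubate with test compound (30 h, 37 C), then are washed and imaged; fluorescent objects of 20–120 um count as induced cells.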
NPSR antagonist: blocks cAMP signaling of the human neuropeptide S receptor. Q6W5P4. CHO-NPSR cells, cAMP TR-FRET, antagonist mode. Potency, µM (titrated, usually from 38.3 µM), for the others: top-dose activity change, negative = inhibition, actives largely listed as inhibitors. 220,000 tested, 1% active; also: potency is read from the fitted curve at half-maximal effect; % is scaled to controls: 0 for no effect and ±100 for the full control effect; nearly all actives have a fitted effect of over 50% in size; many of its hits are not listed in these tables
An asterisk follows results filed as active; u = inconclusive; x = not tested or not shown; [ ] = remark or other dose. Unless noted, calls follow the shape of the dose curve; as a rule, active = well fitted curve in the direction sought with a large enough effect; inconclusive = small, poorly fitted or top-dose-only effect, or another doubt; inactive = no such curve, though single readings can be large; an effect the other way counts as inactive or inconclusive. These rows are one share of the data, so the mix of outcomes need not match the whole.

A first look:
SMILES	Tau fluor cs	CBFb-RUNX1 inh	GLA spleen mod	TRb-SRC2 inh	TexasRed fluor	Tau fibril FP	Epigenetic derep	NPSR antagonist
O=C(CSc1nnc(CCc2ccccc2)n1-c1ccc(Cl)cc1)NCc1ccccc1	-6.9%	3.8%	-5.5%	-4.0%	-7.3%	7.0%	6.5%	u
O=C(NCCCn1ccnc1)c1cc(S(=O)(=O)N2CCOCC2)ccc1F	8.4%	0.9%	-1.4%	0.0%	-3.7%	2.4%	1.1%	4.6%

All compounds of this part, from the start:
SMILES	Tau fluor cs	CBFb-RUNX1 inh	GLA spleen mod	TRb-SRC2 inh	TexasRed fluor	Tau fibril FP	Epigenetic derep	NPSR antagonist
O=C(CSc1nnc(CCc2ccccc2)n1-c1ccc(Cl)cc1)NCc1ccccc1	-6.9%	3.8%	-5.5%	-4.0%	-7.3%	7.0%	6.5%	u
O=C(NCCCn1ccnc1)c1cc(S(=O)(=O)N2CCOCC2)ccc1F	8.4%	0.9%	-1.4%	0.0%	-3.7%	2.4%	1.1%	4.6%
O=C1c2ccccc2-c2nnc(-c3ccc(O)cc3)cc21	u	-14.9%	-9.8%	9.2%	-14.3%	15.0%	-2.0%	-23.5%
Cc1ccccc1NC(=S)NNc1ncc(C(F)(F)F)cc1Cl	-3.8%	-8.5%	3.1%	-1.8%	-0.4%	-0.6%	-1.4%	-5.9%[46.1 µM]
C#CCOCCOCCOCCNc1nc(N2CCOCC2)nc(N2CCN(C(=O)Cn3cc(CC(C)O)nn3)CC2)n1 (stereo not given)	-12.8%	5.2%[2.36 µM]	1.8%	4.6%	-0.1%	4.1%	-0.4%	12.2%
COc1ccc(CC(=O)N2N=C(C)CC2(O)C(F)(F)F)cc1OC (stereo not given)	11.1%	2.4%	-3.6%	2.4%	0.8%	3.7%	-5.4%	11.3%
Cc1ccc(OCCC(=O)Nc2ccc(C)c(F)c2)cc1	-27.5%	5.9%	2.9%	0.0%	-1.1%	-12.5%	-5.7%	4.5%
COc1cccc(-n2c(=O)c3c(C)c(C)sc3n(CC(=O)Nc3ccccc3OC)c2=O)c1	6.5%	x	x	3.6%	5.9%	-7.1%	0.9%	x
NC(=O)c1nsnc1-c1ccccc1O	3.1%	u	-0.1%	u	5.6%	8.5%	0.9%	2.4%[46.1 µM]
CCCS(=O)(=O)N1CC(=O)N(c2ccccc2C)C(C)(C(=O)NC2CCCC2)C1 (stereo not given)	5.4%	x	x	4.5%	u	2.4%	-0.4%	x
Cc1ccc(Cl)cc1N1CCN(C(=O)c2cc3c(-c4ccccc4F)nn(C)c3s2)CC1	-10.3%	x	x	-0.9%	1.6%	-10.4%	-1.1%	x
C=CC1=C2C=C(C3CC3)N(CC3CC3)C=C2C(=O)C(C)(OC(=O)c2ccco2)C1=O (stereo not given)	-3.3%[11.6 µM]	6.7%[13.1 µM]	-1.9%[17.5 µM]	0.2%[11.2 µM]	1.9%[11.2 µM]	-1.3%[11.6 µM]	x	x
c1cncc(-c2nc(N3CCOCC3)c3c4c(sc3n2)CCC4)c1	-8.5%	3.1%	0.8%	1.7%	-0.2%	-3.5%	-0.2%	-14.2%
Cc1csc(SCC(=O)NCc2ccccc2Cl)n1	3.0%	0.5%	-1.4%	-7.6%	-1.4%	5.9%	4.5%	-0.7%
COc1ccc(C(=O)c2ccc(Br)cc2)c2ccccc12	-1.5%	3.1%	1.7%	1.1%	2.6%	-5.4%	-1.0%	-5.3%[46.1 µM]
CCOC(=O)Cc1cn2c(=O)cc(CSCC(=O)Nc3ccc(C)c(C)c3)nc2s1	0.3%	-5.1%	4.1%	-0.5%	-2.7%	0.2%	0.9%	1.0%[46.1 µM]
COc1cccc(NC(=O)C(=S)NC2CCCCC2)c1	-7.8%	4.7%	-2.8%	13.2%	-2.3%	4.5%	7.1%	-35.4%
CC(C)N=C(NC#N)SCC(=O)NC(C)(C)C	-2.7%	-4.0%	-5.4%	-7.9%	0.1%	3.8%	1.4%	-8.5%[46.1 µM]
Cc1ccc(/C=N/N=C/c2ccc(C)cc2)cc1	11.9%	-0.4%	1.4%	1.2%[53 µM]	0.0%[53 µM]	5.1%	-1.3%	9.0%
COc1ccc(CNC(=O)C(C)n2ccc3cc(S(=O)(=O)N4CCCC4)ccc32)cc1OC (stereo not given)	-8.3%	x	x	1.7%	-1.1%	-1.6%	0.3%	x
CS(=O)(=O)c1ncc(Cl)c(C(=O)Nc2ccc(N3CCOCC3)cc2)n1	u	-21.2%	4.1%	-16.3%	-1.2%	u	0.9%	u
CCOc1ccc(S(=O)(=O)Nc2ccccc2C(=O)NCC2CCCO2)cc1 (stereo not given)	-1.7%	-2.2%	7.3%	-9.0%	-0.9%	3.1%	-1.3%	-6.8%[46.1 µM]
O=C(Nc1ccc(Cl)c(Cl)c1)c1ccc(Cl)c(Cl)c1	-27.3%	25.0%	13.9%	5.7%	2.2%	u	1.1%	2.8%
O=C(O[C@@H]1OC2COC(=O)c3cc(O)c(O)c(O)c3-c3c(cc(O)c(O)c3O)C(=O)O[C@@H]([C@H]1O)[C@@H]2O)c1cc(O)c(O)c(O)c1	12.6µM*[quencher]	x	3.7%	3.5%	-0.7%	u	8.7%	-30.6%
C/C(CC(=O)N1CCN(C=O)CC1)=N\NC(=O)c1ccc(Cl)cc1	-0.5%	1.3%	2.6%	12.6%[53 µM]	1.9%[53 µM]	-4.0%	-5.8%	-14.9%
COc1ccc(OCCCN2CCCCCC2)cc1	-19.7%	-5.4%	4.3%	-9.8%	-1.3%	-7.6%	-1.0%	-9.3%[46.1 µM]
COc1cc(/C=C2/SC(=O)N(Cc3ccccc3Cl)C2=O)ccc1OCc1ccncc1	-7.3%	-0.1%	-2.5%	4.4%	0.1%	2.9%	-3.1%	2.8%[46.1 µM]
CNC(=O)c1sccc1Oc1ccc(F)cc1[N+](=O)[O-]	-6.0%	2.6%	2.9%	-1.4%	-2.1%	0.7%	0.0%	10.1%
CCOc1ccccc1NS(=O)(=O)c1cn(C)c(=O)n(C)c1=O	7.0%	7.4%	-6.8%	-3.8%	-0.8%	3.6%	0.0%	19.0%
CC(C)CCN(C(=O)Cc1ccccc1F)c1c(N)n(Cc2ccccc2)c(=O)[nH]c1=O	2.4%	3.6%	-1.5%	3.6%	1.9%	0.5%	-2.2%	-14.7%
FC(F)(F)c1cnc(Nc2ccc(N3CCOCC3)cc2)c(Cl)c1	u	-18.7%	3.2%	15.4%	17.2%	14.2%	-0.2%	-23.3%[46.1 µM]
Cn1cccc1C(=O)OCc1cc(Cl)cc2c1OCOC2	-15.4%	-0.9%	-11.8%	1.7%	-0.6%	-4.6%	1.3%	-23.8%[46.1 µM]
CCCN(C(=O)c1coc(=O)c2ccccc12)c1ccccc1C	-8.6%	x	x	4.8%	-1.5%	-5.3%	7.9%	x
CCOc1c(Cl)cc(CNCc2ccncc2)cc1OC	1.4%	10.2%	0.0%	-10.4%	-5.9%	4.2%	-0.4%	6.9%
CCN1C(=O)N[C@@H](c2cccc(C(F)(F)F)c2)[C@@H](C(=O)OC)[C@H]1C	2.1%[11.6 µM]	3.9%[13.1 µM]	-0.5%[17.5 µM]	0.8%[11.2 µM]	-2.8%[11.2 µM]	3.0%[11.6 µM]	x	x
CCOc1cc(C(=O)NCC(c2ccc(N(C)C)cc2)N2CCOCC2)cc(OCC)c1OCC (stereo not given)	-10.3%	x	x	-3.7%	-2.5%	5.6%	-4.7%	x

Single entries from the results shown.
TRb-SRC2 inh with CNC(=O)c1sccc1Oc1ccc(F)cc1[N+](=O)[O-] : -1.4%
NPSR antagonist with FC(F)(F)c1cnc(Nc2ccc(N3CCOCC3)cc2)c(Cl)c1 : -23.3%[46.1 µM]
GLA spleen mod with CCN1C(=O)N[C@@H](c2cccc(C(F)(F)F)c2)[C@@H](C(=O)OC)[C@H]1C : -0.5%[17.5 µM]
Epigenetic derep with C/C(CC(=O)N1CCN(C=O)CC1)=N\NC(=O)c1ccc(Cl)cc1 : -5.8%

(cont.)
SMILES	Tau fluor cs	CBFb-RUNX1 inh	GLA spleen mod	TRb-SRC2 inh	TexasRed fluor	Tau fibril FP	Epigenetic derep	NPSR antagonist
Cc1ccc(C2C(C#N)=C(N)Oc3n[nH]c(-c4ccccc4)c32)o1 (stereo not given)	u	-6.3%	-21.2%	-0.6%	-4.6%	2.2%	-2.3%	-9.1%[46.1 µM]
COc1ccccc1/C=C/C=N/NC(=O)CC1C(=O)NN=C1C (stereo not given)	-7.7%	2.6%	0.0%	0.8%	-2.0%	14.9%	-2.6%	-3.8%
O=C1/C(=C/c2cccnc2)CCC/C1=C\c1cccnc1	-15.8%	-7.0%	-0.1%	-7.2%	2.6%	u	u	-47.6%
O=[N+]([O-])c1ccc(/C=C/C2=NN(c3ccccc3)C(c3ccco3)C2)cc1 (stereo not given)	u	u	1.6%	-1.6%	1.5%	-8.7%	0.794µM*	-11.3%
COc1c2c(cc3c1C(NC(N)=O)[N+](C)(C)CC3)OCO2 (stereo not given)	-3.6%	12.5%	-1.0%	-2.1%	-0.7%	2.7%	-1.1%	x
CN(C)CCCN=Cc1c(O)n(Cc2ccccc2)c(=O)c2ccccc12	-25.3%	-6.5%	5.1%	3.9%	-1.3%	14.1%	-0.9%	9.5%[46.1 µM]
CCOC(=O)c1ccc(N2C(=O)c3n[nH]c(-c4ccco4)c3C2c2ccccc2OC)cc1 (stereo not given)	u	x	x	3.3%	-1.3%	u	3.9%	x
O=C(CS(=O)(=O)Cc1ccccc1)Nc1nc2c(s1)CCCC2	-6.9%	-3.9%	2.1%	4.6%	-0.5%	6.2%	1.2%	-16.1%[46.1 µM]
COc1ccc(C(=O)NC(C(=O)N2CCc3ccccc32)C(C)C)cc1 (stereo not given)	-3.7%	0.4%	1.0%	0.7%	-1.5%	-4.3%	-0.6%	-0.8%
O=c1n(-c2ccccc2)c(=O)n2n1CC(O)C2	-4.0%	1.0%	-4.9%	-3.1%	-0.1%	4.2%	0.2%	10.1%
CCOc1ccc2nc(SCC(=O)c3ccccc3)sc2c1	-24.6%	23.8%	-0.3%	1.6%	0.9%	-5.1%	2.8%	-22.9%[46.1 µM]

Bioassay records deposited in PubChem by National Center for Advancing Translational Sciences (NCATS).
